Screening data from PubChem.
S1P2 antag: S1P2 (human) receptor antagonism. cell-based S1P2 antagonist assay, inhibition at 5 uM. O95136. hit rate 0.21% among 97,000. AID 736. inhibition, % at 5 µM; in the data active = inhibition above about 45%;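 note: CRE beta-lactamase reporter cells expressing human S1P2 stimulated with S1P; 0% = agonist at EC80 alone and 100% = agonist plus reference antagonist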
S1P2 agonist: S1P2 (human) receptor agonism; O95136; S1P2-expressing cell line, agonist reporter read-out; activation, % at 4.5 µM; hit rate 0.46% among 97,000; AID 729; in the data active = activation above about 16%;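 note: 0% = vehicle low control and 100% = maximal reference agonist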
Rev-RRE block: disrupts HIV-1 Rev binding to RRE RNA; P05866; Rev peptide-RRE RNA binding, FRET; inhibition, % at 8 µM; hit rate 0.79% among 97,000; AID 704;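 active = inhibition above the screen-wide mean plus 3 SD, cut at about 35% in these data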;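 note: 0% = median DMSO wells and 100% = median Neomycin B control wells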
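Test system: Cy5-tagged RRE RNA duplex with fluorescein-tagged Rev peptide | Read-out: % inhibition of FRET ratio versus controls | Probe or stimulus: Labelled Rev peptide | Incubation: 5 min RNA-compound premix plus 15 min binding step, 25 °C | Technique: FRET fluorescence readout | Benchmarks: DMSO low control, neomycin B high control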
MT1-MMP txn act: activates MT1-MMP transcription. HT1080 MT1-MMP promoter luciferase reporter, luminescence, overnight; hits give high values. activation factor at 10 µM. hit rate 0.16% among 86,000. AID 750;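 active = activation factor of at least 2 for MT1-MMP transcription at 10 µM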
EphB4 antag: antagonists of human EphB4-ephrin-B2 interaction | inhibition, % at 7 µM | hit rate 0.15% among 97,000 | P54760 | EphB4 LBD / TNYL-RAW-Alexa532 peptide, fluorescence polarization;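 active = inhibition above the screen-wide mean inhibition plus 3 SD, cut at about 15% in these data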;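 note: 0% = DMSO wells and 100% = excess unlabeled TNYL-RAW peptide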
Target sequence (P54760 whole entry, looked up, the tested form may be a part): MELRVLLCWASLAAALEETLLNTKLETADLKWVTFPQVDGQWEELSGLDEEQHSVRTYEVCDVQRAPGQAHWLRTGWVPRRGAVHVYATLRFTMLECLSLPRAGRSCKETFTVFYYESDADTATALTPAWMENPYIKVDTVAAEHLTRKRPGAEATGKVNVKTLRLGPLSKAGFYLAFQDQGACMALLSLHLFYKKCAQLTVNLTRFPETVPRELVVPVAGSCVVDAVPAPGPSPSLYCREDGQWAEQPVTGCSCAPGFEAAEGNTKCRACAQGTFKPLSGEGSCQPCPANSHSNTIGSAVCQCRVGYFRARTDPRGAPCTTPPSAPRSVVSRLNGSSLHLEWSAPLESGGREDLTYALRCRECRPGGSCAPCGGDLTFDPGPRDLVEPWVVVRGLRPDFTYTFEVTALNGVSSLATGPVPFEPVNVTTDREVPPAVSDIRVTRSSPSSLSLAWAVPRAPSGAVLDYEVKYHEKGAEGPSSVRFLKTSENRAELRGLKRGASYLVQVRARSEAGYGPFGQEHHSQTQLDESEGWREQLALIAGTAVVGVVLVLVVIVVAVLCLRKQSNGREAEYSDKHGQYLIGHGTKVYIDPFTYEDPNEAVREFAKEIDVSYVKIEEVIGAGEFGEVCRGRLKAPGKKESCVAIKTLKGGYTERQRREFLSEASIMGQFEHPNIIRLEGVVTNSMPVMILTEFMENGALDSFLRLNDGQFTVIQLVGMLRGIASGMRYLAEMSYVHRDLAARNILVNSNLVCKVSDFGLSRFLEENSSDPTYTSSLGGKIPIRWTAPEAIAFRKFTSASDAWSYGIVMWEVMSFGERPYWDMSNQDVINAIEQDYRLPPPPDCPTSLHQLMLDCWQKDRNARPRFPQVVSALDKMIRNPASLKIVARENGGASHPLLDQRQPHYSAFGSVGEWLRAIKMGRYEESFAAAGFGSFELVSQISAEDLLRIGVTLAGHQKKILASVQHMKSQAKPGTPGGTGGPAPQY
PLK1 PBD inh: inhibitors of human Plk1 polo box domain binding. hit rate 0.13% among 97,000. Plk1 PBD phosphopeptide binding, fluorescence polarization. inhibition, %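 (tested at about 20 µM)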. P53350; in the data active = inhibition above about 34%, passing the limit was not always enough
FAK inh: blocks human focal adhesion kinase activity; biochemical FAK kinase activity assay; inhibition, %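 (tested at 7 µM)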; hit rate 0.84% among 97,000; AID 727; in the data active = inhibition above about 19%;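 note: 0% = DMSO and 100% = reference compound high control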
PLAP activator: human PLAP activation. P05187. purified PLAP enzyme, luminescent substrate read-out; hits give high values. activation fold at 20 µM. hit rate 1.2% among 96,000. AID 696; in the data active = activation fold above about 2
PLK1 kinase inh: blocks human PLK1 kinase activity; P53350; recombinant PLK1 kinase, TR-FRET peptide phosphorylation; inhibition, % at 10 µM; hit rate 0.53% among 97,000; AID 619;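 active = inhibition of 50% or more in the single-concentration screen; inactive = inhibition below 50%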;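 note: 0% = DMSO max control and 100% = H-89 dihydrochloride min control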
An asterisk follows results filed as active; . = no result given.

S1P2 antag | S1P2 agonist | Rev-RRE block | MT1-MMP txn act | EphB4 antag | PLK1 PBD inh | FAK inh | PLAP activator | PLK1 kinase inh | molecule
-12 | 1 | -2 | . | -3 | -2 | 5 | 1 | -7 | Cn1c(-c2sccc2OCc2ccccc2)n[nH]c1=S
-8 | -6 | -2 | 1.1 | -2 | 15 | 6 | 0.8 | -18 | COc1ccc(CCc2nc(-c3ccc(-n4cccc4)cc3)no2)cc1
-10 | -4 | 0 | 1.2 | -1 | -16 | 0 | . | -15 | COC(=O)c1ccc(C(=O)OCCCc2nc3ccc(N)cc3[nH]2)cc1
-4 | -5 | 6 | . | 4 | 8 | 0 | 1 | -9 | Cc1cc(=O)oc2c(C(=O)/C=C/c3ccccc3)c(O)ccc12
10 | -4 | 6 | 1.1 | -4 | 5 | -2 | 1.1 | -4 | CCOc1ccccc1NC(=O)CCN1CCN(S(=O)(=O)c2ccc(OC)cc2)CC1
28 | -9 | 9 | 1 | 3 | 12 | 10 | 0.9 | 1 | Cc1ccc2c(c1)nnn2C1CCN(S(=O)(=O)c2ccc(C(=O)N3C(C)CCCC3C)cc2)CC1 (stereo unspecified)
1 | -5 | 7 | 1.1 | 0 | 2 | 2 | . | -4 | COCCOC(=O)C1=C(C)OC(N)=C(C#N)C1c1ccco1 (stereo unspecified)
2 | -6 | -2 | 1.1 | -2 | -20 | -1 | 1.5 | -18 | CCC(CC)C(=O)Nc1nnc(SCC(=O)N2CCN(c3ccccc3OC)CC2)s1
16 | -3 | 6 | 1.1 | -1 | -14 | -5 | 1.1 | -4 | CCc1ccccc1NC(=O)COC(=O)C1CC(=O)N(c2ccc(F)cc2)C1 (stereo unspecified)
-7 | -2 | 1 | 1 | -3 | 1 | -3 | . | -12 | Cc1cc(NC(=O)Cn2c(=O)c3c(ncn3CCC(C)C)n(Cc3ccccc3)c2=O)no1
4 | -5 | 1 | 1.3 | 3 | 13 | 0 | 1 | -10 | Cc1c(O)ccc(C(=O)COc2ccc(F)cc2)c1O
-10 | -3 | 4 | 1.1 | -8 | -7 | 0 | 1.4 | 1 | CCOC(=O)N1CCN(C(=O)c2cnn3c(C)c(Cc4ccc(C)cc4)c(C)nc23)CC1
6 | -4 | 10 | 1.4 | 10 | 4 | 0 | 1.1 | -14 | COc1ccc(S(=O)(=O)NC(CC(=O)NCc2ccco2)c2ccco2)cc1 (stereo unspecified)
-5 | 0 | -6 | 1.3 | -8 | 21 | 3 | 1.5 | 6 | CCc1[nH]nc2c1C1(CCN(C(=O)c3ccccc3)CC1)C(C#N)=C(N)O2
11 | -6 | 6 | 1.2 | -3 | -6 | -2 | 1 | -9 | O=C(O)CSc1ncnc2c1oc1ccccc12
-44 | 0 | 4 | 1 | 0 | -4 | 1 | 1.3 | 0 | O=C1CCN=C(Nc2ccc(F)cc2)N1Cc1ccccc1
11 | -3 | 2 | 1.2 | -3 | 12 | 6 | 0.9 | -3 | CN1CCN(S(=O)(=O)c2ccc(NC(=O)c3cccs3)cc2)CC1
0 | -3 | 2 | 1.1 | 4 | 25 | -4 | 1.1 | 1 | O=C(O)COc1ccccc1Cc1ccccc1
-5 | -2 | 12 | 1 | 4 | 1 | -2 | 0.9 | -32 | O=C(O)CCn1c(C(=O)O)cc2sccc21
-5 | 1 | 13 | 1 | -9 | -4 | 1 | 0.9 | -10 | O=C(COc1ccc(Br)cc1)OCc1nnc(-c2ccccc2)o1
-6 | -8 | 7 | 1.1 | -3 | 8 | 2 | 0.9 | -12 | CCCCn1cc(C(C)(C)C)c(C#N)c1NC(C)=O
-8 | -3 | 4 | 1.1 | 5 | -8 | -3 | 0.9 | -1 | COC(=O)c1nnn(-c2nonc2N)c1-c1cccs1
-1 | -6 | -2 | 0.9 | 9 | -20 | 1 | 1.2 | 3 | CCOC(=O)CSc1nc(-c2ccc(OC)cc2)ns1
-7 | -9 | 1 | 1.1 | -8 | 2 | -5 | 1 | 1 | CCN(CC)CCN=CC1=C(O)CNC1=O
-6 | -4 | 19 | . | 1 | 4 | -3 | 1.1 | -5 | C=CCN(CC=C)S(=O)(=O)c1ccc(NC(=S)NC(=O)/C=C/c2cccc3ccccc23)cc1
4 | -3 | 3 | 0.2 | -6 | 3 | -3 | 1.2 | -12 | Cc1ccc2c(c1)C(N1CCCC1=O)CC(c1ccco1)N2 (stereo unspecified)
15 | -2 | -4 | . | -6 | 4 | 4 | 1.4 | -8 | COc1ccc(/C=N/NC(=O)c2nn(-c3ccc(C)c(C)c3)c(=O)c3ccccc23)cc1
6 | -6 | 4 | . | -3 | 5 | 0 | 0.9 | -12 | O=C1C2CCCCN2C(=O)N1CCN1CCN(c2ccc([N+](=O)[O-])cc2)CC1 (stereo unspecified)
-17 | 2 | 5 | 1.3 | -3 | 10 | 4 | . | -11 | Cc1cccc(C(=O)NNS(=O)(=O)c2ccccc2[N+](=O)[O-])c1
10 | -6 | 8 | . | -4 | -30 | 6 | 1.1 | -14 | c1cnc(Nc2nc(-c3ccc4ccccc4c3)cs2)nc1

The closing 2 compounds of the section before are carried over, then new ones follow.
S1P2 antag | S1P2 agonist | Rev-RRE block | MT1-MMP txn act | EphB4 antag | PLK1 PBD inh | FAK inh | PLAP activator | PLK1 kinase inh | molecule
-17 | 2 | 5 | 1.3 | -3 | 10 | 4 | . | -11 | Cc1cccc(C(=O)NNS(=O)(=O)c2ccccc2[N+](=O)[O-])c1
10 | -6 | 8 | . | -4 | -30 | 6 | 1.1 | -14 | c1cnc(Nc2nc(-c3ccc4ccccc4c3)cs2)nc1
-6 | -3 | 11 | 1.5 | -3 | 9 | 4 | 0.7 | -16 | COc1ccc(N=NC2=C(O)CC(C)(C)CC2=O)cc1
9 | -2 | 9 | . | 0 | -13 | -3 | 0.8 | 55* | CC1CCN(c2cc(N3CCC(C)CC3)c([N+](=O)[O-])cc2/C=C(\C#N)c2nn(-c3ccccc3)c(N)c2C#N)CC1
12 | -6 | 4 | 1 | -7 | -20 | -4 | 1.5 | -10 | O=C1CC(C(=O)N2CCN(c3ccc(F)cc3)CC2)CN1CCc1ccccc1 (stereo unspecified)
11 | -8 | 4 | 1.1 | 1 | 11 | -5 | 1 | -6 | CC1(C)CC(=O)C=C(NCC2CCCO2)C1 (stereo unspecified)
6 | -2 | 7 | 1 | 0 | -8 | 14 | 1.6 | -3 | COc1cccc(-n2c(Cc3cc(=O)[nH]c(=O)[nH]3)nnc2SCC(=O)NC2CCCCC2)c1
7 | -5 | -3 | . | -4 | -3 | 38* | 0.9 | 2 | Cc1cc2cc3c(N)[nH]nc3nc2cc1C
12 | -7 | 13 | 1.1 | -2 | 13 | -1 | . | -11 | O=C(O)c1ccc2c(c1)CC(c1ccccc1)OC2=O (stereo unspecified)
8 | 0 | 8 | 1.2 | 3 | 10 | -6 | 1.1 | 5 | COCCOC(=O)C1=C(C)NC(=O)NC1c1cccs1 (stereo unspecified)
-15 | -6 | 3 | . | 5 | -6 | 1 | 0.8 | -6 | CCc1nn(-c2cc(Oc3ccccc3)nc(-c3ccccc3)n2)c(N)c1C#N
19 | -3 | 6 | 1.2 | -2 | 8 | 1 | 0.9 | -6 | C#CCOc1nc(OCC#C)nc(OCC#C)n1
4 | -4 | 19 | 1.2 | 0 | 6 | -1 | 1.3 | -4 | Cc1ccc(O)c(C(=O)c2cnc3c(c2)CN(CCC(C)C)C(=O)N3)c1
0 | -2 | 3 | . | -3 | -35 | -4 | 1.9 | -4 | CCCSc1cc(N2CCN(C)CC2)nc(-c2ccc(OC)cc2)n1
9 | -6 | 0 | . | -4 | -13 | -10 | 1.2 | -13 | CCCOc1ccc(C(=O)NNC(=S)NC(=O)CC)cc1
4 | 0 | 6 | . | -2 | -29 | 4 | 0.9 | -14 | O=C(Nc1ccc(N=Nc2ccccc2)cc1)c1ccc(Cl)cc1Cl
22 | -2 | 12 | 0.9 | 2 | -23 | 3 | 1.4 | 2 | CC(=O)N1CCc2cc(S(=O)(=O)NC(CC(C)C)C(=O)N3CCc4ccccc4C3)ccc21 (stereo unspecified)
-2 | -10 | 5 | 1 | -3 | 4 | 0 | 1.1 | -7 | Cc1ccc(N(C(=O)Cn2nnc3ccccc32)C(C(=O)NCc2ccco2)c2cccnc2)cc1 (stereo unspecified)
-23 | -2 | 11 | 0.9 | 5 | -3 | 2 | 1 | -5 | O=C(Nc1cccc(Cl)c1)OCc1cnc(Cl)s1
3 | -1 | 11 | 1 | 11 | -2 | 1 | . | -21 | CCOc1ccccc1C(=O)Nc1ccc(-c2nnc(-c3ccc(C)cc3)o2)cc1
17 | 0 | 8 | 1.1 | 1 | 1 | 3 | 1 | -9 | Cc1cc(=O)oc2cc(OCC(=O)N3c4ccccc4CC3C)ccc12 (stereo unspecified)
1 | -4 | -2 | . | -5 | -14 | 2 | 1.4 | -10 | COc1ccccc1NCc1nnc(SCC(=O)N/N=C/c2ccco2)n1-c1ccc(Cl)cc1Cl
20 | -4 | 2 | 1.2 | 3 | -7 | 5 | 1.1 | -2 | COc1ccc(C(CCc2ccc(C)o2)NC(=O)Nc2ccc(OC)cc2OC)cc1 (stereo unspecified)
11 | -3 | 4 | . | -4 | 20 | -1 | 1 | -12 | O=C(O)/C=C\C(=O)Nc1ccccc1C#Cc1ccccc1
16 | -6 | 6 | 1.1 | -1 | 41 | -6 | 1 | -9 | O=S(=O)(Nc1cccnc1Cl)c1ccc2c(c1)OCCO2
0 | 1 | 78* | 1 | -4 | 50* | -3 | 1 | 4 | O=C(O)c1ccccc1C1=Nc2ccc(O)cc2Oc2cc(O)ccc21
12 | -3 | 1 | . | 9 | 3 | 1 | 1.1 | -2 | COc1ccc(-c2nnc3n2C(C)(C)Cc2cc(OC)c(OC)cc2-3)cc1

Some of these compounds in order of the S1P2 antag value, ascending:
molecule	S1P2 antag	S1P2 agonist	Rev-RRE block	MT1-MMP txn act	EphB4 antag	PLK1 PBD inh	FAK inh	PLAP activator	PLK1 kinase inh
Cc1cc2cc3c(N)[nH]nc3nc2cc1C	7	-5	-3	.	-4	-3	38*	0.9	2
CCCOc1ccc(C(=O)NNC(=S)NC(=O)CC)cc1	9	-6	0	.	-4	-13	-10	1.2	-13
O=C(O)/C=C\C(=O)Nc1ccccc1C#Cc1ccccc1	11	-3	4	.	-4	20	-1	1	-12
O=S(=O)(Nc1cccnc1Cl)c1ccc2c(c1)OCCO2	16	-6	6	1.1	-1	41	-6	1	-9
